Bioassay records (PubChem)
HP1b chromo inh: blocks HP1-beta chromodomain binding to methylated histone tails; 390,000 compounds, 0.56% hits; AlphaScreen HP1-beta / biotin-H3K9me3 peptide binding; P83916; Potency, µM (titrated, usually from 114 µM), inactives show top-dose activity change, negative = inhibition, most hits filed as inhibitors; AID 540317; note: potency is the fitted concentration of half-maximal effect; nearly all actives have a fitted effect of over 70% in size; inactives centre near 23
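HP1-beta protein (50 nM final) preincubated 30 min at room temperature with biotinylated H3(1-18)K9me3 peptide (50 nM) in PBS pH 7.4, 0.01% Tween-20, then compound added for 30 min. AlphaScreen streptavidin donor/nickel chelate acceptor beads (10 ug/mL final), 30 min dark, luminescence read.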
TrxR1 substrate: substrates of rat thioredoxin reductase 1 | O89049 | purified TrxR1 substrate turnover, NADPH consumption readout | Potency, µM (series often up to 114 µM), inactives show top-dose activity change, negative = substrate turnover | 390,000 compounds, 0.01% hits | AID 588456; note: potency is the fitted concentration of half-maximal effect; % is set by controls: 0 for no effect and ±100 for the full control effect; nearly all actives have a fitted effect of over 50% in size
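Rat TrxR1, dispensed at 90 nM, was prereduced with 400 uM NADPH (final) for 5 min at ~22 deg C, then incubated with compound 15 min before 400 uM selenite. A first-read NADPH fluorescence drop versus no-compound background flagged substrates.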
Pin1 inh: blocks the human prolyl isomerase Pin1 | Potency, µM (highest dose often 115 µM), inactives show top-dose activity, negative = inhibition, actives largely listed as inhibitors | AID 504891 | Pin1 FP peptide displacement, HiFluor488, 10 min | Q13526 | 390,000 compounds, 0.009% hits; active = well fitted inhibition curve with a large enough effect in the polarisation, with a control signal flat, not every such curve was filed as active; inconclusive = small, poorly fitted or top-dose-only effect, or effect the other way, or a change in a side signal; inactive = no such curve, though single readings can be large or run the other way; the % refers to the polarisation; note: potency is the fitted concentration of half-maximal effect; % is set by controls: 0 for no effect and ±100 for the full control effect
Target sequence (Q13526 whole entry, looked up): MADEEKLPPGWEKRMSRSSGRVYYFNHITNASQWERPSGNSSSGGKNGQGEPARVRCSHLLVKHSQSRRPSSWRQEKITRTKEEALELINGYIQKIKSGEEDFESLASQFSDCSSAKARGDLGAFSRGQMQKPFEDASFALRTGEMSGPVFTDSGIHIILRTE
PI4K2A block: PI4K2A (human) kinase inhibition. Q9BTU6. purified PI4K2A, ADP-Glo luminescence, 1 h; hits give low values. activity change, negative = inhibition, % at 76.9 µM. 420,000 compounds, 0.13% hits. AID 1346378; in the data active = activity change below about -50%; inconclusive = mostly about -30% to -49%;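 note: -100% = wells without enzyme as full effect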
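Compounds are screened against recombinant PI4K2A using PI as substrate and ATP, the latter dispensed at 300 microM. Reactions run one hour at ambient temperature before ADP-Glo detection; full inhibition defined by wells lacking enzyme.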
GLS inh: glutaminase GLS (human) inhibition | O94925 | 410,000 compounds, 0.21% hits | GLS enzymatic activity, qHTS titration | Potency, µM (highest dose often 45.5 µM), for inactives: at the highest dose activity change, negative = inhibition, most hits filed as inhibitors; note: potency is the fitted concentration of half-maximal effect; % is set by controls: 0 for no effect and ±100 for the full control effect
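Coupled fluorescence readout: glutamate oxidase/HRP/Amplex Red detect glutamate formed by hKGA from L-glutamine (1 mM solution added). Buffer 45 mM KH2PO4 pH 8.2, 0.02% Tween-20; reads at t0 and 30 min RT.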
TrxR1 inh: inhibitors of rat thioredoxin reductase 1; Potency, µM (top dose mostly 114 µM), without a hit: top-dose activity change, negative = inhibition, usual class: inhibitors; 390,000 compounds, 1% hits; recombinant rTrxR1, NADPH fluorescence consumption, selenite substrate; O89049; note: potency is the fitted concentration of half-maximal effect; % is set by controls: 0 for no effect and ±100 for the full control effect; nearly all actives have a fitted effect of over 65% in size
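Rat TrxR1 (90 nM in the dispensed reagent) was pre-reduced with 400 uM NADPH for 5 min at room temperature, then incubated with compound for 15 min. After 400 uM selenite was added, NADPH fluorescence (Ex 340/Em 450 nm) was followed for 8 min.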
Tb PGK inh: blocks T. brucei phosphoglycerate kinase; P07378; PGK/GAPDH coupled, Kinase-Glo luminescence, 60 min; Potency, µM (top dose mostly 57.5 µM), without a hit: at the top dose activity change, negative = inhibition, actives largely listed as inhibitors; 380,000 compounds, 0.043% hits; note: potency is the fitted concentration of half-maximal effect; % is set by controls: 0 for no effect and ±100 for the full control effect; nearly all actives have a fitted effect of over 60% in size
Target sequence (P07378 whole entry, looked up): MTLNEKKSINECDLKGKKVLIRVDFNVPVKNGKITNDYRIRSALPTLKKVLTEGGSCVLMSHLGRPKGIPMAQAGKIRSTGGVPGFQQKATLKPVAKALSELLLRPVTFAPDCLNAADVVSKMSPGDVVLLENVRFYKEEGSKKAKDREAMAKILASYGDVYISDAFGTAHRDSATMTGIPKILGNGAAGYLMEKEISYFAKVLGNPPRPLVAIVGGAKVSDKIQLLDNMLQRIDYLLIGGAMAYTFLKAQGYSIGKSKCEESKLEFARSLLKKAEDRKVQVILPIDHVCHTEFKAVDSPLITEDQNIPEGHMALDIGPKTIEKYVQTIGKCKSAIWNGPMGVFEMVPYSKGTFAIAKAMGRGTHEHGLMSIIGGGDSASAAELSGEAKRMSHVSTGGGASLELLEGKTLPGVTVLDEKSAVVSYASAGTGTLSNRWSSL
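Recombinant glycosomal PGK reaction used 1,3-bisphosphoglycerate generated in-well by GAPDH (100nM final) in 100mM TEA pH 7.6, 5mM MgCl2, 0.01% Tween-20. After 60 minutes at room temperature, ATP was read by Kinase-Glo Plus luminescence end-point.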
IDH1 R132H inh: human IDH1 R132H inhibition; AID 602179; O75874; IDH1-R132H enzyme, NADPH consumption, diaphorase/resazurin fluorescence; 390,000 compounds, 0.093% hits; Potency, µM (highest dose often 76.6 µM), inactives show at the highest dose activity change, negative = inhibition, usual class: inhibitors; note: potency is the fitted concentration of half-maximal effect; % is set by controls: 0 for no effect and ±100 for the full control effect; nearly all actives have a fitted effect of over 65% in size
Target sequence (O75874 whole entry R132H, stated change not applied): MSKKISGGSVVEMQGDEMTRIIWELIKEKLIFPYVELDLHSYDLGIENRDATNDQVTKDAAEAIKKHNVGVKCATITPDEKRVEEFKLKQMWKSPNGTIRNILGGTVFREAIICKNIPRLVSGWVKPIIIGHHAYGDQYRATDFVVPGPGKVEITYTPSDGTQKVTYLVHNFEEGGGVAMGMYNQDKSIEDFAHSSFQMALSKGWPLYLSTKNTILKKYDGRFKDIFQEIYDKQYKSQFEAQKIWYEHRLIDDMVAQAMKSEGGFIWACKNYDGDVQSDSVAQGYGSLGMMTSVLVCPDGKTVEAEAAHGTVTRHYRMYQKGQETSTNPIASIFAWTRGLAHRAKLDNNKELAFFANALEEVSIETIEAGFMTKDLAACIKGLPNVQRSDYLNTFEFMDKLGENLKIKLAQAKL
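IDH1-R132H (0.5 ug/mL) preincubated 30 min with compound, then NADPH (0.016 mM) and alpha-KG (2 mM) added; 80 min at RT, pH 7.5. Remaining NADPH coupled via diaphorase/resazurin to fluorescence (540/590 nm); concentration-response curves normalized to no-enzyme control.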
USP1-UAF1 inh: blocks the human USP1/UAF1 deubiquitinase complex; recombinant USP1/UAF1, Ub-Rhodamine cleavage fluorescence; O94782; AID 743255; Potency, µM (series often up to 57.1 µM), for inactives: at the top dose activity change, negative = inhibition, hits mostly inhibitors; 390,000 compounds, 0.23% hits; note: potency is the fitted concentration of half-maximal effect; % is set by controls: 0 for no effect and ±100 for the full control effect; nearly all actives have a fitted effect of over 60% in size; inactives centre near -12
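USP1/UAF1 complex at 1 nM was preincubated with compound for 15 min at room temperature, then Ub-Rho substrate (150nM final) was added. Fluorescence (480/540 nm) was read kinetically, 6 reads every 60 seconds.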
* marks the source's active call; other numbers are inactive results; & = joins results of further samples; [ ] = dose if it differs, or a comment. Unless noted, calls come from the whole dose curve; as a rule, active = well fitted curve in the direction sought with a large enough effect; inconclusive = small, poorly fitted or top-dose-only effect, or another doubt; inactive = no such curve, though single readings can be large; an effect the other way counts as inactive or inconclusive. Not all compounds are listed (hit frequency here may not be typical).

Results for CCN(C(=O)COC(=O)c1ccc(Cl)c(S(=O)(=O)N2CCCCC2)c1)C1CCS(=O)(=O)C1 (stereo unspecified) ?
HP1b chromo inh: 10%; TrxR1 substrate: 2%; Pin1 inh: 4%; PI4K2A block: 4; GLS inh: 2%; TrxR1 inh: 11%; Tb PGK inh: -2%; IDH1 R132H inh: 1%; USP1-UAF1 inh: -1%

How did CN1CCN(c2ccccc2/C=C2/C(=O)Nc3ccccc32)CC1 do in these assays?
HP1b chromo inh: 19%; TrxR1 substrate: 0%; Pin1 inh: -10%; PI4K2A block: 3; GLS inh: 6%; TrxR1 inh: 18%; Tb PGK inh: 3%; IDH1 R132H inh: -3%; USP1-UAF1 inh: -8%

What do the screens show for `CCCOC(=O)c1cccc(NC(=O)C(C)(C)C)c1`?
HP1b chromo inh: 20%; TrxR1 substrate: -7%; Pin1 inh: inconclusive; PI4K2A block: 0; GLS inh: -14%; TrxR1 inh: -3%; Tb PGK inh: -2%; IDH1 R132H inh: 15%; USP1-UAF1 inh: -2%

What do the screens show for `CC(=O)Nc1cc[n+](C(C)C(=O)c2ccccc2)cc1` (stereo unspecified)?
HP1b chromo inh: 19%; TrxR1 substrate: -8%; Pin1 inh: 3%; PI4K2A block: 0; GLS inh: 13%; TrxR1 inh: -11%; Tb PGK inh: 3%; IDH1 R132H inh: -4%; USP1-UAF1 inh: -3%

How did COc1ccc(-c2noc(N(c3ccc(F)c(Cl)c3)c3nc(-c4ccc(OC)c(OC)c4)no3)n2)cc1OC do in these assays?
HP1b chromo inh: 37%[activator]; TrxR1 substrate: -3%; Pin1 inh: 8%; PI4K2A block: 1; GLS inh: 4%; TrxR1 inh: 0%; Tb PGK inh: 8%; IDH1 R132H inh: 24%; USP1-UAF1 inh: -1%

What do the screens show for `COc1ccc(CN2CCCCCC2)cc1Br`?
HP1b chromo inh: inconclusive; TrxR1 substrate: -4%[57.1 µM]; Pin1 inh: -1%; PI4K2A block: 2; GLS inh: -7%; TrxR1 inh: 8%[57.1 µM]; Tb PGK inh: inactive; IDH1 R132H inh: 6%; USP1-UAF1 inh: -9%

Results for CN(Cc1cccc(F)c1)C(=O)c1ccccc1Sc1ccccc1C#N ?
HP1b chromo inh: 35%; TrxR1 substrate: -6%; Pin1 inh: 1%; PI4K2A block: 0; GLS inh: 0%; TrxR1 inh: -1%; Tb PGK inh: -1%; IDH1 R132H inh: 2%; USP1-UAF1 inh: -10%

Results for COc1ccccc1NC(=O)COC(=O)c1[nH]c(=O)[nH]c(=O)c1N ?
HP1b chromo inh: 30%; TrxR1 substrate: 2%; Pin1 inh: -11%; PI4K2A block: inconclusive; GLS inh: 41%[activator]; TrxR1 inh: 0%; Tb PGK inh: 0%; IDH1 R132H inh: 30%[activator]; USP1-UAF1 inh: -22%

Results for O=S(=O)(Nc1ccn(-c2ccccc2)n1)c1ccc(Br)cc1 ?
HP1b chromo inh: 21%; TrxR1 substrate: 9%[57.1 µM]; Pin1 inh: -7%; PI4K2A block: 1; GLS inh: 15%; TrxR1 inh: 7%; IDH1 R132H inh: -11%; USP1-UAF1 inh: -23%

Results for Cc1sc(NC(=O)c2ccco2)c(C(c2cccnc2)N2CCN(CCO)CC2)c1C (stereo unspecified) ?
HP1b chromo inh: 36%; TrxR1 substrate: -4%; Pin1 inh: -2%; PI4K2A block: 3; GLS inh: 9%; TrxR1 inh: -8%; Tb PGK inh: 6%; IDH1 R132H inh: 5%; USP1-UAF1 inh: -8%

How did Cc1ccc(C(=O)N2C(=S)C(c3ccc(F)cc3)=NC23CCN(C)CC3)cc1 do in these assays?
HP1b chromo inh: inconclusive; TrxR1 substrate: -10%; Pin1 inh: 2%; PI4K2A block: 1; GLS inh: -21%; TrxR1 inh: 20µM*; Tb PGK inh: -2%; IDH1 R132H inh: 0%; USP1-UAF1 inh: inconclusive

Results for O=C(COC(=O)c1cccc(Cl)c1Cl)NCCN1C(=O)CSC1=O ?
HP1b chromo inh: 6%; TrxR1 substrate: 12%[0.457 µM]; Pin1 inh: -23%; PI4K2A block: -6; GLS inh: -1%; TrxR1 inh: 16%; Tb PGK inh: -1%; IDH1 R132H inh: 0%; USP1-UAF1 inh: -6%

How did Nc1ccccc1-n1c(=O)n(Cc2ccccc2F)c(=O)c2[nH]cnc21 do in these assays?
HP1b chromo inh: 27%; TrxR1 substrate: -3%; Pin1 inh: 0%; PI4K2A block: -7; GLS inh: -6%; TrxR1 inh: -4%; Tb PGK inh: -2%; IDH1 R132H inh: 19%; USP1-UAF1 inh: -24%

How did Cc1ccccc1-c1noc(-c2cccnc2N(C)Cc2ccc(Cl)cc2)n1 do in these assays?
HP1b chromo inh: 34%; TrxR1 substrate: -3%; Pin1 inh: -1%; PI4K2A block: 3; GLS inh: -2%; TrxR1 inh: 17%; Tb PGK inh: inactive; IDH1 R132H inh: 3%; USP1-UAF1 inh: -10%

How did Cn1c(CS(=O)Cc2c(Cl)cccc2Cl)nnc1SCc1c(Cl)cccc1Cl (stereo unspecified) do in these assays?
HP1b chromo inh: 29%; TrxR1 substrate: -4%; Pin1 inh: -4%; PI4K2A block: 4; GLS inh: -2%; TrxR1 inh: 25%; Tb PGK inh: inactive; IDH1 R132H inh: 0%; USP1-UAF1 inh: -8%

Three compounds picked at random from those above:
How did Cc1ccc(C(=O)N2C(=S)C(c3ccc(F)cc3)=NC23CCN(C)CC3)cc1 do in these assays?
HP1b chromo inh: inconclusive; TrxR1 substrate: -10%; Pin1 inh: 2%; PI4K2A block: 1; GLS inh: -21%; TrxR1 inh: 20µM*; Tb PGK inh: -2%; IDH1 R132H inh: 0%; USP1-UAF1 inh: inconclusive

Results for CN(Cc1cccc(F)c1)C(=O)c1ccccc1Sc1ccccc1C#N ?
HP1b chromo inh: 35%; TrxR1 substrate: -6%; Pin1 inh: 1%; PI4K2A block: 0; GLS inh: 0%; TrxR1 inh: -1%; Tb PGK inh: -1%; IDH1 R132H inh: 2%; USP1-UAF1 inh: -10%

How did COc1ccc(-c2noc(N(c3ccc(F)c(Cl)c3)c3nc(-c4ccc(OC)c(OC)c4)no3)n2)cc1OC do in these assays?
HP1b chromo inh: 37%[activator]; TrxR1 substrate: -3%; Pin1 inh: 8%; PI4K2A block: 1; GLS inh: 4%; TrxR1 inh: 0%; Tb PGK inh: 8%; IDH1 R132H inh: 24%; USP1-UAF1 inh: -1%

(list continues)
What do the screens show for `Fc1cccc(F)c1/C=C/c1ccc2ccccc2n1`?
HP1b chromo inh: 202%[activator]; TrxR1 substrate: -3%; Pin1 inh: -2%; PI4K2A block: inconclusive; GLS inh: 7%; TrxR1 inh: -2%; Tb PGK inh: -17%; IDH1 R132H inh: 6%; USP1-UAF1 inh: -15%

How did O=C(CCC(=O)N1CCN(c2ccccn2)CC1)c1cccs1 do in these assays?
HP1b chromo inh: 21%; TrxR1 substrate: 7%; Pin1 inh: -12%; PI4K2A block: -8; GLS inh: 10%; TrxR1 inh: 12%; Tb PGK inh: -8%; IDH1 R132H inh: 6%; USP1-UAF1 inh: -4%

How did O=S(=O)([O-])C(c1ccccc1)[n+]1ccccc1 (stereo unspecified) do in these assays?
HP1b chromo inh: 38%; TrxR1 substrate: 3%[57.1 µM]; Pin1 inh: 8%; PI4K2A block: -2; GLS inh: 2%; TrxR1 inh: -2%[57.1 µM]; Tb PGK inh: 11%; IDH1 R132H inh: -4%; USP1-UAF1 inh: 21%

What do the screens show for `CC1CN(C(=O)Cn2cc(S(=O)(=O)CC(=O)N(C)c3ccccc3)c3ccccc32)CC(C)O1` (stereo unspecified)?
HP1b chromo inh: 46%[activator]; TrxR1 substrate: 5%; Pin1 inh: -2%; PI4K2A block: -1; GLS inh: 0%; TrxR1 inh: 23%; Tb PGK inh: -8%; IDH1 R132H inh: -3%; USP1-UAF1 inh: -21%

How did Cc1ccc(CNC(=O)CCS(=O)(=O)c2cc3c(cc2Cl)NC(=O)CO3)cc1 do in these assays?
HP1b chromo inh: 11%&12%; TrxR1 substrate: -5%&0%; Pin1 inh: 7%&4%; PI4K2A block: -5&-6; GLS inh: 36%&-6%[activator]; TrxR1 inh: 1%&27%; Tb PGK inh: -2%&-7%; IDH1 R132H inh: -2%&-3%; USP1-UAF1 inh: -29%&-29%

How did Cc1cccc(-c2nc3cc(NC(=O)Cc4ccc(Cl)cc4)ccc3o2)c1 do in these assays?
HP1b chromo inh: 9%; TrxR1 substrate: 19%; Pin1 inh: 11%; PI4K2A block: 3; GLS inh: -2%; TrxR1 inh: 26%; Tb PGK inh: -4%; IDH1 R132H inh: -6%; USP1-UAF1 inh: inconclusive

What do the screens show for `O=C1C(Cl)=C(N2CCOCC2)C(=O)N1c1ccccc1`?
HP1b chromo inh: 34%; TrxR1 substrate: 5%; Pin1 inh: -6%; PI4K2A block: 3; GLS inh: -2%; TrxR1 inh: 3%; IDH1 R132H inh: -12%; USP1-UAF1 inh: -8%
